mIAP block: mouse IAP inhibition; actives 0.2% (n = 330,000); purified mouse IAP, CDP-Star luminescence, 30 min; AID 2806; inhibition, % at 10 µM;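 active means inhibition of at least 40% at 10 µM in the primary screen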;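 further: plate controls were DMSO with enzyme for no effect and no enzyme wells for full effect; values of inactives mirror those of a sister screen read the other way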
HKDC1 inhibitor: blocks human hexokinase HKDC1 activity; Q2TB90; recombinant HKDC1, G6PDH/diaphorase resazurin coupled fluorescence; inhibition, % at 20 µM; actives 0.16% (n = 340,000);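 active means inhibition above about 35% when tested at 20 µM, limit read from the data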;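 further: plate controls were DMSO wells with enzyme for no effect and DMSO wells lacking enzyme for full effect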
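Assay system: recombinant HKDC1 hexokinase; detection: coupled resazurin fluorescence, excitation 525 nm, emission 613 nm; benchmarks: DMSO-plus-enzyme-mix negative control, buffer-substituted positive control; compound dosing: single 20 µM dose; schedule: 90 min at room temperature in dark; also added: glucose plus 1 mM ATP as hexokinase substrates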
hIAP block: blocks human intestinal alkaline phosphatase; purified IAP, CDP-Star luminescence, 30 min; inhibition, % at 10 µM; actives 0.12% (n = 330,000); AID 2544;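 active means inhibition reaching a set limit with compound at 10 µM in the primary screen, cut at about 35% in these data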;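 further: plate controls were DMSO wells with enzyme for no effect and no-enzyme buffer wells for full effect; values of inactives mirror those of a sister screen read the other way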
Target sequence (P09923 whole entry, looked up): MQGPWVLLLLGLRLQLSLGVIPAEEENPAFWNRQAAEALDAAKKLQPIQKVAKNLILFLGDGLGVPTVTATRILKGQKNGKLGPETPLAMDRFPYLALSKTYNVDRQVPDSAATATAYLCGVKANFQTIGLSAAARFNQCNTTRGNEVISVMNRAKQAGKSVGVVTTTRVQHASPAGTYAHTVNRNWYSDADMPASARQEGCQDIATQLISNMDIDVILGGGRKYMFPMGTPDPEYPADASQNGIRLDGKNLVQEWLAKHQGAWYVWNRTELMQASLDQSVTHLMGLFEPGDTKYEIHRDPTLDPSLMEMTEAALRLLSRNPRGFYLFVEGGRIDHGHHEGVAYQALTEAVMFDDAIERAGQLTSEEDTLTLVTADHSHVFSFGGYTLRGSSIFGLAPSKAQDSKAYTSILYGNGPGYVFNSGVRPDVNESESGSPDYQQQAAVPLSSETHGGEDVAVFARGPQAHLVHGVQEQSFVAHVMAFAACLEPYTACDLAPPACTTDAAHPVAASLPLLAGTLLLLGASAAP
A3A deaminase: inhibitors of human APOBEC3A DNA deaminase; P31941; recombinant A3A, FAM/TAMRA ssDNA deamination fluorescence; inhibition, % at 20 µM; actives 0.41% (n = 330,000); AID 493011;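 active means at least 40% inhibition at 20 µM here, with at most 30% in a related deaminase screen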;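 further: plate controls were A3A with DMSO for no effect and wells lacking A3A enzyme for full effect; some results filed as inactive read as strong as hits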
Target sequence (P31941 whole entry, looked up): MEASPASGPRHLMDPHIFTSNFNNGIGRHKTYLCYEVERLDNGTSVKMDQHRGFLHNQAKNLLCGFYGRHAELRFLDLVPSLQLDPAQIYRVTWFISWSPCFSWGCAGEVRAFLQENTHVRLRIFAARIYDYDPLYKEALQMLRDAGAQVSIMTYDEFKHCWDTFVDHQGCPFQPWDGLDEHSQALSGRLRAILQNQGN
PfGluPho inh: PfG6PD (Plasmodium falciparum) enzyme inhibition; actives 0.78% (n = 350,000); PfGluPho enzyme, NADPH resazurin-diaphorase fluorescence; inhibition, % at 20 µM;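 active means inhibition reaching at least a set limit at 20 µM in the primary screen, cut at about 59% in these data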;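 further: 0% = DMSO wells with substrate and 100% = DMSO wells lacking glucose-6-phosphate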
mIAP act: mouse IAP activation; muIAP, CDP-Star luminescence, 30 min; active compounds read high; 1 = vehicle-only enzyme signal, 0 = enzyme-free wells; AID 2805; actives 0.24% (n = 330,000); activation factor at 10 µM;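 active means activation factor of at least 2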; further: the source names both 10 and 20 µM as test concentration; values of inactives mirror those of a sister screen read the other way
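System: Mouse IAP enzyme | Also added: CDP-Star substrate | Dosing: Compounds dispensed in DMSO | Schedule: 30 min enzyme-substrate-compound incubation at room temperature | Technique: Chemiluminescence readout | Control set: DMSO-only wells and no-enzyme negative control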
hIAP act: increases human intestinal alkaline phosphatase activity. P09923. purified human IAP, CDP-Star luminescence, 30 min; active compounds read high; 1 = vehicle-only enzyme, 0 = enzyme-free background. activation factor at 10 µM. actives 0.16% (n = 330,000). AID 2524;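 active means activation factor of the enzyme at least 2-fold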; further: the source names both 10 and 20 µM as test concentration; values of inactives mirror those of a sister screen read the other way
ATG4B inhibitor: ATG4B (human) cysteine protease inhibition; Q9Y4P1; ATG4B cleavage of LC3-PLA2, NBD-HPC fluorescence, 1 h; inhibition, % at 8.33 µM; actives 0.51% (n = 340,000); in the data active means inhibition above about 40%
Active calls of the source: *; . = no result given.

cpd	smiles	mIAP block	HKDC1 inhibitor	hIAP block	A3A deaminase	PfGluPho inh	mIAP act	hIAP act	ATG4B inhibitor
1	O=C(CSc1nc2c(c(C(F)(F)F)n1)CCc1ccccc1-2)NCc1ccco1	9	4	22	-2	5	0.91	0.78	22
2	CCOP(=O)(OCC)C(Nc1cccc([N+](=O)[O-])c1)c1ccc(OC)cc1 (stereo not given)	0	-3	14	-2	-5	1	0.86	-4
3	Cc1nc(SCC(=O)Nc2nc3ccccc3s2)c(C#N)c(C)c1C	-1	-10	11	0	29	1	0.89	-17
4	CCc1ccc(OCc2ccc(C(=O)O)o2)cc1	-7	-3	-19	-1	-27	1.1	1.2	-3
5	Cc1ccc(-c2nc3sc4c(c3c(=O)n2N)CC(C)(C)OC4)cc1	0	2	4	1	8	1	0.96	-9
6	C=CCOC(=O)C1=C(C)NC(SCC)=C(C#N)C1c1ccc(Cl)cc1 (stereo not given)	13	-2	-6	-2	13	0.87	1.1	0
7	COc1cccc(-c2ccc(-c3noc(-c4ccccc4F)n3)c(OC)n2)c1	-1	15	0	2	-14	1	1	16
8	O=c1c2ccccc2n2c(-c3ccc(C(F)(F)F)cc3)nnc2n1Cc1ccccc1	31	-11	12	-2	-1	0.69	0.88	-2
9	c1ccc(CSc2ncccn2)cc1	-14	-5	-16	-5	19	1.1	1.2	-5
10	CCOc1ccc(CN2CCN(S(=O)(=O)c3ccc(NC(C)=O)cc3)CC2)cc1OC	-4	-3	-8	5	-14	1	1.1	3
11	COC(=O)Cc1c(C(=O)OC)nnn1-c1ccc(OC(F)(F)F)cc1	1	-14	-26	-2	-3	0.99	1.3	0
12	Cc1nnc(NC(=O)C2CC(=O)N(C(C)c3ccccc3)C2)s1 (stereo not given)	1	-4	-31	3	-3	0.99	1.3	2
13	O=C(Nc1ncc(Cc2cccc(Cl)c2)s1)C1=NCCN1	13	-9	-42	-3	39	0.87	1.4	-11
14	CC1=C(C(=O)OCC(C)C)[C@]23C(=O)c4ccccc4[C@@]2(O1)OC(N)=C3C#N	8	9	-1	4	5	0.92	1	-12
15	CCN(CC)C(=O)N1CCN(C(=O)N(CC)CC)CC1	9	-1	10	-5	4	0.91	0.9	-14
16	Cc1ccc(C(=O)COC(=O)CNC(=O)c2cccs2)cc1	-6	-1	-6	1	-2	1.1	1.1	-5
17	O=C(N/N=C/c1cccnc1)c1ccc([N+](=O)[O-])cc1	5	5	10	-3	-11	0.95	0.9	-4
18	Cc1ccc2c(c1)c1c(n2CC(O)Cn2c(C)nc3ccccc32)C(=O)CCC1 (stereo not given)	2	0	-17	-3	17	0.98	1.2	-5
19	CCOc1ccc(S(=O)(=O)N2CCN(c3ccccn3)CC2)cc1	-10	-1	7	-3	6	1.1	0.93	-4
20	CCOC(=O)C1(CCc2ccccc2)CCN(C(=O)c2cccc(C)n2)CC1	2	-7	2	-1	1	0.97	0.98	-5
21	C=C(C)CN(CC)C(=O)CC1C(=O)NCCN1Cc1c(F)cccc1Cl (stereo not given)	7	6	8	0	0	0.93	0.92	-8
22	CC1CCN(S(=O)(=O)c2ccc(Oc3ccc([N+](=O)[O-])cc3)cc2)CC1	12	0	-16	-3	-7	0.88	1.2	-2
23	CCc1ccc(NC(=O)CSc2nnc(-c3cnccn3)n2Cc2ccco2)cc1	2	-6	2	-2	9	0.98	0.98	0
24	CN(C)CCCNC(=O)CCc1nc2ccccc2c(=O)[nH]1	1	-10	-25	1	-13	0.99	1.2	-4
25	COc1ccc(S(=O)(=O)c2nnn(-c3cccc(Cl)c3)c2N)cc1	0	-3	-9	5	-5	1	1.1	8
26	CCOC(=O)Cc1csc(NC(=O)CSc2nccn2C)n1	-7	-5	7	1	-13	1.1	0.93	1
27	O=C(COc1ccc(F)cc1Br)N1CCc2ccccc21	2	-6	-6	2	-13	0.98	1.1	0
28	Cc1nc(NC(=O)c2cc3c(C)nn(-c4ccccc4)c3s2)sc1C(=O)Nc1ccccc1	-2	-1	-24	-6	-11	1	1.2	1
29	O=C(NCCc1ccccc1C(F)(F)F)C1CCC(=O)N(CCCN2CCCC2=O)C1 (stereo not given)	6	-5	23	-1	-13	0.94	0.77	4
30	COCCNC(=O)c1onc(CSc2ccc(F)c(F)c2)c1C(=O)NCCOC	9	3	0	0	4	0.91	1	2

Individual results from above.
mIAP block, C=CCOC(=O)C1=C(C)NC(SCC)=C(C#N)C1c1ccc(Cl)cc1 (stereo not given) → 13
hIAP act, COC(=O)Cc1c(C(=O)OC)nnn1-c1ccc(OC(F)(F)F)cc1 → 1.3

(listing goes on)
cpd	smiles	mIAP block	HKDC1 inhibitor	hIAP block	A3A deaminase	PfGluPho inh	mIAP act	hIAP act	ATG4B inhibitor
31	Cc1nn(Cc2ccccc2Cl)c(C)c1NC(=O)NC12CC3CC(CC(C3)C1)C2	-75	-1	11	-1	-5	1.8	0.89	-3
32	O=C(NCc1ccco1)c1ccccc1	2	-12	11	3	-4	0.98	0.89	-3
33	O=C(O)C1C2C=CC(C3CC23)C1C(=O)O (stereo not given)	2	13	-27	5	-14	0.98	1.3	5
34	COc1ccc(C(=O)CCC(=O)Nc2cccc(Cl)c2)cc1	-2	-5	-3	-1	3	1	1	7
35	COc1ccccc1C(=O)Nc1ccc(C(=O)N2CCCCC2)cc1	5	-3	-11	-4	-5	0.95	1.1	7
36	Cc1nc(C)c(C(=O)Nc2ncc([N+](=O)[O-])s2)o1	35	3	8	28	27	0.65	0.92	-6
37	CCOC(=O)C1C(=O)NC(N2CCN(Cc3ccccc3)CC2)=NC1c1ccccc1 (stereo not given)	3	-13	0	0	3	0.97	1	-15
38	CC(=O)c1cccc(NC(=O)CSc2nc(=O)n(CCN3CCOCC3)c3c2CCCC3)c1	1	-4	-1	0	14	0.99	1	-2
39	O=C(CCCOc1ccccc1)Nc1nncs1	6	-2	11	-2	-5	0.94	0.89	-6
40	C/C(=N\S(=O)(=O)c1ccc(C)cc1)N(C)C	6	-2	10	2	-1	0.94	0.9	1
41	COc1ccc(C(=O)N/N=C/c2ccc(OC(=O)c3cccc4ccccc34)c([N+](=O)[O-])c2)cc1	5	-2	-21	5	16	0.95	1.2	2
42	COc1ccccc1-c1oc2ccccc2c1C#CCCO	-6	4	-4	0	11	1.1	1	-12
43	Cc1nc2nc(-c3cccs3)cn2nc1C	10	4	-3	-1	16	0.9	1	-3
44	Cc1ccc(CNC(=O)COc2cc(O)c3c(c2)OC(C)(C)CC3=O)cc1	-16	-3	-25	2	17	1.2	1.3	-5
45	Cc1ccccc1NC(=O)c1cc(S(=O)(=O)c2ccccc2)ccc1Cl	-1	-8	-1	3	0	1	1	-5
46	COC(=O)c1sc(NC(=O)c2cccc([N+](=O)[O-])c2)c(C(N)=O)c1C	12	-9	2	-1	27	0.88	0.98	0
47	CN1CCN(CCC(=O)N/N=C/c2cc([N+](=O)[O-])ccc2O)CC1	3	-10	-10	-2	-1	0.97	1.1	-1
48	C=CCN(C(=O)c1csnn1)C(C(=O)NCc1ccccc1)c1c(F)cccc1Cl (stereo not given)	-7	-6	-18	-3	0	1.1	1.2	-10
49	Cc1ccc(-c2cc(C(=O)NCCCn3ccnc3)no2)cc1	4	-5	-4	-2	6	0.96	1	-5
50	O=C(OCC(=O)N1CCCCCC1)c1ccc(Cl)nc1	-9	-5	-21	-4	9	1.1	1.2	-7
51	CCN(CC)S(=O)(=O)c1ccc(/C=C/C(=O)OCC(=O)NCc2ccc3c(c2)OCO3)cc1	24	0	8	7	13	0.77	0.92	0
52	O=C(Nc1cc(C(F)(F)F)ccc1-n1cncn1)c1cn2ccccc2n1	-1	-3	-11	0	32	1	1.1	-4
53	COc1ccc(OCC(=O)N/N=C(\C)CC(=O)Nc2cccc([N+](=O)[O-])c2)cc1	-2	-5	-3	-1	-8	1	1	-7
54	COc1ccc(-c2nnc(SCC3CCCO3)n2C)cc1 (stereo not given)	-5	-3	10	-3	8	1.1	0.9	-3
55	CC(C)CNC(=O)[C@H](Cc1ccccc1)NC(=O)c1ccco1	-24	5	8	-3	-2	1.2	0.93	-7
56	CCCn1c(SCC(=O)OCC)nc(C(F)(F)F)cc1=O	2	-2	1	-1	-17	0.98	0.99	2
57	COc1ccc(-c2nnn(CC(=O)c3ccccc3)n2)cc1OC	5	13	-11	2	-13	0.95	1.1	8
58	CCOc1ccc(CN2CCN(Cc3cccn3-c3cccnc3)CC2CCO)cc1 (stereo not given)	11	-5	1	1	13	0.89	0.99	2
59	COc1ccc(-c2noc(CCCC(=O)NC3CCCC3)n2)cc1	-6	-5	-15	-6	-15	1.1	1.2	6
60	Cc1ccccc1NC(=O)Cc1nc(COC(=O)CCNS(=O)(=O)c2ccccc2)cs1	-6	4	-2	2	-4	1.1	1	-1

(further entries)
cpd	smiles	mIAP block	HKDC1 inhibitor	hIAP block	A3A deaminase	PfGluPho inh	mIAP act	hIAP act	ATG4B inhibitor
61	CCN(c1ccccc1)S(=O)(=O)c1ccc(C(=O)Nc2nnc(C3CC3)o2)cc1	16	-1	0	-1	-32	0.84	1	-6
62	Cc1n[nH]c(C)c1N1C(=O)c2cccc3c(N4CCCCCC4)ccc(c23)C1=O	-22	10	5	-77	-10	1.2	0.95	-19
63	Cc1cc(Br)ccc1OCC(=O)NC1CCCC1	0	-6	-3	34	-6	1	1	-2
64	C/C(=N/NS(=O)(=O)c1ccc(F)cc1)c1ccc(NC(=O)c2ccc(C)o2)cc1	-7	-6	5	-4	11	1.1	0.95	-3
65	Cc1ccc(CN(C)C(=O)c2c(C)nn(-c3ccccc3)c2C)cc1	0	-4	-4	-3	10	1	1	-4
66	Cc1[nH]c2ccc(C(=O)N3CCN(c4ccccn4)CC3)cc2c1C	0	-2	-16	-7	9	1	1.2	-6
67	Cc1cc(-c2nnc(CCC(=O)NC(C)c3ccc(F)cc3)o2)no1 (stereo not given)	-2	-6	13	-2	19	1	0.87	2
68	CCN(C[C@H]1N[C@@](Cc2ccccc2)(C(=O)OC)[C@H]2C(=O)N(C)C(=O)[C@@H]12)C(=O)Nc1ccc(C(F)(F)F)cc1	3	-6	-10	-7	10	0.97	1.1	-13
69	NNC(=O)COc1ccc2oc3c(c2c1)CCCC3	-7	-5	2	-2	16	1.1	0.98	0
70	S=c1[nH]nc(C2CCCCC2)n1/N=C/c1c(Cl)cccc1Cl	-6	5	-20	-1	22	1.1	1.2	3
71	Cc1ccc(S(=O)(=O)N/N=c2\oc3ccccc3cc2C(=O)Nc2cccc(C)c2)cc1	3	.	5	4	.	0.97	0.95	.
72	O=C(CCN1C(=O)C2C3C=CC(C3)C2C1=O)Nc1c(F)cccc1F (stereo not given)	-12	-4	10	-3	-25	1.1	0.9	1
73	CN(CC(=O)Nc1ccc(Cl)cc1)S(=O)(=O)c1cccc2cccnc12	-13	-1	7	3	6	1.1	0.93	-18
74	COc1cc(C(=S)N2CCOCC2)cc(OC)c1OC(=O)c1ccc(F)cc1	3	2	-11	-5	37	0.97	1.1	-6
75	CCOC(=O)c1[nH]c2ccccc2c1NC(=O)CC(C)(C)C	4	-5	8	-1	16	0.96	0.92	-4
76	CCOc1ccc(Nc2nc(Cc3nnc(SCC(=O)O)o3)cs2)cc1	24	-5	-15	5	-12	0.76	1.1	-1
77	Cn1cc(CCC(=O)NCc2cccc(Cl)c2)c2ccccc21	-9	3	-5	-4	25	1.1	1.1	10
78	COc1ccc(CNC(=O)c2csc(Cc3ccccc3)n2)cc1	10	-7	-105	-3	0	0.9	2*	-1
79	CCOc1ccc(C(=O)NCC(=O)NNC(=O)C2COc3ccccc3O2)cc1OCC (stereo not given)	4	3	-64	1	-15	0.96	1.6	-2
80	COC(=O)C1CCN(C(=O)c2cc(-c3ccco3)nc3ccccc23)CC1	22	16	4	95	12	0.78	0.96	2

From PubChem BioAssay
